Assay outcomes (PubChem)
SDO1 yeast rescue: sdo1-depleted yeast growth rescue | S. cerevisiae sdo1-depleted JHY4D growth rescue, OD600 30 h; stronger effect = higher value; pdr5 snq2 efflux-pump mutant strain | z-score at 10 µM | hit rate 0.21% among 140,000 | AID 817;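 active = z-score above 3 at both the 24 hr and the 30 hr optical density reads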;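 note: z-score against mean and SD of all compound wells on the same plate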
Insulin prom inh: TRM-6 insulin promoter activity inhibition. TRM-6 cells (human fetal islet line), insulin promoter-eGFP reporter, imaging; reporter expression induced with tamoxifen. inhibition, % at 2 µM. hit rate 0.9% among 130,000. AID 1273;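 active = inhibition above the mean plus 3 SD, with well images judged a real hit on visual review, cut at about 60% in these data, passing the limit was not always enough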
SDO1 yeast rescue Rescue 24 h: recorded beside SDO1 yeast rescue, whose call it bears; z-score; S. cerevisiae sdo1-depleted JHY4D growth rescue, OD600; measured here: growth rescue at 24 h;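 0 is the plate mean of compound wells and units are plate SD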
Active calls of the source: *; · = not tested or not shown; & = joins results of further samples.

1. CCC(C)NCCCCOc1cc(C)cc(C(C)C)c1 (stereo unspecified)
2. COc1cccc(C(=O)N2CCN(C(=O)c3cccs3)CC2)c1OC
3. CCOC(=O)c1sc(NC(=O)Nc2ccc(Cl)cc2)nc1C
4. CCc1nc(N2CCN(Cc3ccc4c(c3)OCO4)CC2)c2oc3ccccc3c2n1
5. CC(NC(=O)COC(=O)c1ccc2c(c1)OCO2)c1ccccc1 (stereo unspecified)
6. CCC/C(=N\NC(=O)c1csc(C)c1C)c1cccs1
7. Cc1nn(C(=O)c2cccc([N+](=O)[O-])c2)c(C)c1Sc1ccccc1
8. O=C(CCNC(=O)Cn1cnc2ccccc2c1=O)NCCC1=CCCCC1

Compound | 1 | 2 | 3 | 4 | 5 | 6 | 7 | 8
SDO1 yeast rescue | -0.8 | -0.82 | -1 | -1.3 | · | -0.28 | -0.16 | 0.02
Insulin prom inh | -14 | -34 | 17 | 29 | -33 | -14 | · | 26
SDO1 yeast rescue Rescue 24 h | 1.3 | -1.2 | 0.01 | -0.3 | · | 0.15 | -1.1 | -1.2

A second format for part of the listing above.
Under each structure – SDO1 yeast rescue	Insulin prom inh	SDO1 yeast rescue Rescue 24 h
[3] CCOC(=O)c1sc(NC(=O)Nc2ccc(Cl)cc2)nc1C
→ -1	17	0.01
[6] CCC/C(=N\NC(=O)c1csc(C)c1C)c1cccs1
→ -0.28	-14	0.15
[2] COc1cccc(C(=O)N2CCN(C(=O)c3cccs3)CC2)c1OC
→ -0.82	-34	-1.2
[5] CC(NC(=O)COC(=O)c1ccc2c(c1)OCO2)c1ccccc1 (stereo unspecified)
→ ·	-33	·
[8] O=C(CCNC(=O)Cn1cnc2ccccc2c1=O)NCCC1=CCCCC1
→ 0.02	26	-1.2

Additional entries.
9. O=C(O)c1ccc(COCC(F)(F)F)cc1
10. Cc1ccc2ccc(C)[n+](CCCS(=O)(=O)[O-])c2c1
11. CCN1CCCC1CNc1ncnc2c1[nH]c1ccc(Cl)cc12 (stereo unspecified)
12. CC1(C)OC(=O)N(Cc2ccco2)C1(C)O (stereo unspecified)
13. O=C(OCC#CCSc1nc2ccccc2o1)c1cc2ccccc2o1
14. Cc1ccc(S(=O)(=O)C/N=C(/NC(=S)N(c2ccccc2)c2ccccc2)c2ccccc2)cc1
15. CN1CCN(c2ccc(-c3ccnn3C(=O)Nc3ccccc3)cc2)CC1
16. Cc1ccc(C)c2c3c([nH]c12)-c1nonc1CC3

Compound | 9 | 10 | 11 | 12 | 13 | 14 | 15 | 16
SDO1 yeast rescue | 0.16 | · | 0.69 | 0.89 | -0.56 | 0.05 | · | -0.27
Insulin prom inh | 21 | 31 | 21 | 18 | 56 | -22 | 18 | -33
SDO1 yeast rescue Rescue 24 h | -0.81 | · | 0.28 | -0.35 | -0.41 | -0.3 | · | -0.83

17. Cc1sc(NC(=S)NC(=O)c2ccco2)c(C(N)=O)c1C
18. O=C(O)Cc1csc(-c2ccccc2)n1
19. CCOc1cccc2c1OC(c1cc(OC)c(OC)c(OC)c1)N1N=C(c3ccc(C)o3)CC21 (stereo unspecified)
20. CCOC(=O)c1cc(=O)n2[nH]c(-c3ccc(C)cc3)cc2n1
21. O=C(CN1C(=O)C2C3c4ccccc4C(c4ccccc43)C2C1=O)Nc1ccccc1C(=O)O (stereo unspecified)
22. O=C1CCCc2nc(N3CCc4ccccc43)ncc21
23. COc1ccc(N(CC(=O)Nc2ccc(OC)c(Cl)c2)S(=O)(=O)c2c(C)noc2C)cc1
24. Cc1ccc2nc(SCC(=O)N(CC(C)C)c3c(N)n(CC(C)C)c(=O)[nH]c3=O)[nH]c2c1

Compound | 17 | 18 | 19 | 20 | 21 | 22 | 23 | 24
SDO1 yeast rescue | · | · | 0.64 | 0.27 | 0.15 | -0.95 | -0.8 | 1.3
Insulin prom inh | -21 | 21 | 13 | · | · | · | · | 31
SDO1 yeast rescue Rescue 24 h | · | · | 0.66 | 0.28 | -0.76 | -1.1 | 0.64 | 1.7

25. O=S(=O)(Nc1nc2ccccc2nc1Cl)c1ccc(Cl)cc1
26. COc1ccccc1C1/C(=C(/O)c2ccc(OC(C)C)cc2)C(=O)C(=O)N1c1cc(C)on1 (stereo unspecified)
27. O=C(COC(=O)C12CC3CC(CC(O)(C3)C1)C2)Nc1ccccc1OC(F)F
28. CC1=C(C(N)=O)C(c2ccccc2F)NC(=O)N1 (stereo unspecified)
29. C#CCOC(=O)c1csc2nnsc12
30. Cc1cc(C)cc(N(C(=O)CNS(=O)(=O)c2ccccc2)C(C(=O)NCc2ccccc2)c2ccc(C)o2)c1 (stereo unspecified)
31. O=C(CNC(c1ccccc1)c1ccccc1)Nc1ccc(F)cc1
32. Cc1c(Cl)cccc1NC(=O)CCC(=O)N/N=C/c1ccc[nH]1

Compound | 25 | 26 | 27 | 28 | 29 | 30 | 31 | 32
SDO1 yeast rescue | -0.03 | 0.58 | -0.64 | 0.66 | 2 | 1.3 | -0.57 | 1.6
Insulin prom inh | -3 | · | · | 35 | -300 | · | -7 | ·
SDO1 yeast rescue Rescue 24 h | -0.07 | 0.05 | -0.85 | 0.1 | 1.2 | 2 | -0.89 | 1.8

Fetched by compound from the list above:
27. O=C(COC(=O)C12CC3CC(CC(O)(C3)C1)C2)Nc1ccccc1OC(F)F
32. Cc1c(Cl)cccc1NC(=O)CCC(=O)N/N=C/c1ccc[nH]1
29. C#CCOC(=O)c1csc2nnsc12

Compound | 27 | 32 | 29
SDO1 yeast rescue | -0.64 | 1.6 | 2
Insulin prom inh | · | · | -300
SDO1 yeast rescue Rescue 24 h | -0.85 | 1.8 | 1.2

Continuation.
33. CN(C)c1ccc(Nc2nc(N)c([N+](=O)[O-])c(N3CCOCC3)n2)cc1
34. O=C(NCCN1CCOCC1)c1cnn2c(-c3ccccc3)cc(-c3ccccc3)nc12
35. O=C(CCNS(=O)(=O)c1ccccc1F)NCc1ccc2c(c1)OCO2
36. O=C(NCCN1CCOCC1)c1ccc(=O)oc1
37. NC(=S)N/N=C/c1ccc([N+](=O)[O-])cc1
38. COc1ccc(-c2nc(NC(=O)CSc3nnc4ccccn34)ns2)cc1
39. CCC(=O)c1ccc(OCC(O)CN2CCN(S(=O)(=O)N3CCCCC3)CC2)cc1 (stereo unspecified)
40. O=C(c1ccc(NC2=NC3CS(=O)(=O)CC3S2)cc1)N1CCc2ccccc2C1 (stereo unspecified)

Compound | 33 | 34 | 35 | 36 | 37 | 38 | 39 | 40
SDO1 yeast rescue | 0.74 | -2 | -0.34 | 0.92 | · | 0.23 | 1.9 | -0.04
Insulin prom inh | 21 | 12 | · | · | -36 | 8 | -29 | ·
SDO1 yeast rescue Rescue 24 h | -0.23 | -2 | 0.29 | 1 | · | -0.16 | 2.6 | -0.57

41. CC1(C)CC(=O)/C(=C(\O)Cc2ccccc2)C(=NCCCCCC(=O)O)C1
42. Cc1cc(C)cc(NC(=O)Nc2ccc3c(c2)N(C)C(=O)CS3)c1
43. CCOC(=O)Cn1nnc2c(sc3nc4c(c(-c5ccc(Cl)cc5)c32)CCC4)c1=O
44. CCC(Sc1nc2c(cnn2-c2ccc(Cl)cc2)c(=O)[nH]1)C(=O)OC (stereo unspecified)
45. O=[N+]([O-])c1ccc(N/N=C/c2c[nH]c3ccccc23)c(S(=O)(=O)Nc2ccc(Cl)cc2)c1
46. O=C(Cc1n[nH]c(=O)[nH]c1=O)N/N=C/c1ccccc1
47. CSc1cccc(NC(=O)/C=C/c2ccco2)c1
48. Cc1cccc(NC(=O)c2ccc(N3CCCCC3)c([N+](=O)[O-])c2)n1

Compound | 41 | 42 | 43 | 44 | 45 | 46 | 47 | 48
SDO1 yeast rescue | -0.27 | -0.58 | -1 | -1.6 | -3 | 0.94 | · | -2
Insulin prom inh | · | · | 12 | 80* | -20 | -37 | -17 | ·
SDO1 yeast rescue Rescue 24 h | -1.2 | -0.81 | -0.52 | -0.86 | -1.7 | 0.05 | · | -1.1

49. CC(C)CC1(C)NC(=O)N(CC(=O)Nc2cccc(S(=O)(=O)N(C)c3ccccc3)c2)C1=O (stereo unspecified)
50. COc1ccccc1OCC(=O)Nc1cccc(C(=O)N2CCOCC2)c1
51. CCOc1ccc(-n2nnnc2SCC(=O)c2ccccc2)cc1
52. CCC(C(=O)Nc1ncn[nH]1)(C(F)(F)F)C(F)(F)F
53. CCOC(=O)c1c(C)[nH]c(N=Nc2ccc(C)cc2C)c1C
54. CCc1ccccc1NC(=O)CCc1nc(-c2ccc(C)cc2)no1
55. CC(=O)NCCn1c(SCC(=O)NCCc2ccc(S(N)(=O)=O)cc2)nc2ccccc2c1=O
56. Cc1ccc(N=Cc2cccc(O)c2O)c(C)c1

Compound | 49 | 50 | 51 | 52 | 53 | 54 | 55 | 56
SDO1 yeast rescue | · | 1.3 | 0.03 | 0.43 | -1 | -1.8 | · | 0.12
Insulin prom inh | -32 | 60 | · | · | 6 | 47 | 29 | ·
SDO1 yeast rescue Rescue 24 h | · | 0.33 | 0.16 | 0.11 | -0.86 | -0.45 | · | 0.94

57. C=CCn1c(-c2ccoc2)n[nH]c1=S
58. Cc1ccc(C)c(N2CCN(S(=O)(=O)c3ccc4c(c3)CCC(=O)N4)CC2)c1
59. CC(C)(C)C(=O)COC(=O)c1cccc(NC(=O)c2ccco2)c1
60. Cc1cc(C)n2nc(SCC(=O)N(C)C)nc2n1
61. C=CCn1c(CCCOc2ccc(Cl)cc2Cl)nnc1SCC(=O)Nc1nccs1
62. CCCCCCn1c(COc2ccccc2F)nnc1SCC(=O)N1c2ccccc2NC(=O)C1(C)C
63. O=C(CN1C(=O)COc2ccccc21)Nc1ccc2c(c1)OCCO2
64. O=C(Cc1ccccc1[N+](=O)[O-])NCc1ccccc1Cl

Compound | 57 | 58 | 59 | 60 | 61 | 62 | 63 | 64
SDO1 yeast rescue | -0.46 | -0.25 | -0.79 | 0.2 | 0.58 | -0.78&-0.68 | 0.19 | 0.27
Insulin prom inh | 12 | 16 | 47 | 34 | 48 | -12 | 25 | 17
SDO1 yeast rescue Rescue 24 h | -0.97 | -0.36 | -1.7 | -0.25 | 1 | -0.98&-0.87 | -0.16 | 0.04

65. Cc1nn(C(=O)c2ccco2)c(C)c1Sc1ccc(Br)cc1
66. CCOC(=O)c1[nH]c2ccc(OC)cc2c1NC(=O)NC(C)C
67. O=C(Nc1ccc(Cc2ccncc2)cc1)c1cccs1
68. CC/C(Cc1ccccc1)=N/NC(=O)c1cccc(Br)c1
69. Cc1ccc(N2CC(C(=O)NCCc3ccc(S(N)(=O)=O)cc3)CC2=O)cc1 (stereo unspecified)
70. CCOC(=O)c1ccc(NC(=S)N(CCCN2CCCC2)Cc2ccco2)cc1
71. CCOc1cc(/C=N/NC(=O)c2cccnc2)ccc1OCc1ccc(C(=O)OC)o1
72. N#CC1=C2SCC(O)(c3ccccc3)N2C(=O)CC1c1ccccc1 (stereo unspecified)

Compound | 65 | 66 | 67 | 68 | 69 | 70 | 71 | 72
SDO1 yeast rescue | -0.8 | 1.3&1.5 | · | 1.6 | 0.1 | 0.57 | · | -0.89
Insulin prom inh | · | -13 | -62 | -7 | 12 | 33 | 18 | ·
SDO1 yeast rescue Rescue 24 h | -0.41 | 1.1&0.89 | · | 0.78 | -0.42 | -0.74 | · | -0.46

73. O=C(O)C1=NOC(CNc2ncc(C(F)(F)F)cc2Cl)C1 (stereo unspecified)
74. O=C(N/C(=C/c1ccc(Br)cc1)C(=O)N1CCCC1)c1ccccc1F
75. Cc1nc(-c2ccc(C(=O)Nc3ccc(F)cc3)cc2)cs1
76. Cc1cc(C)n(-c2cc(Cl)cc(Cl)c2)c(=O)c1C#N
77. C=CCn1c(SCC(=O)NC(N)=O)nnc1-c1cc2c(s1)CCC(CC)C2 (stereo unspecified)
78. O=C(O)CCc1ccc(-c2cccs2)n1NC(=O)c1ccc(Cl)cc1
79. COc1ccc(-c2ccc(CCC(=O)O)n2-c2ccc(O)cc2)cc1
80. Cc1ccc(NCc2nc3ccccc3n2CCOc2ccccc2)cc1

Compound | 73 | 74 | 75 | 76 | 77 | 78 | 79 | 80
SDO1 yeast rescue | · | -0.6 | · | 1.9 | -0.3 | 0.59 | · | -1.9
Insulin prom inh | 0 | -27 | 6 | -138 | · | 61 | 39 | ·
SDO1 yeast rescue Rescue 24 h | · | -0.89 | · | 2.5 | -0.54 | -0.5 | · | -1.9

81. COc1ccc(-n2c(-c3cnccn3)n[nH]c2=S)cc1
82. CCOC(=O)N1CCC(NC(=O)c2cc(C(=O)NCC(OC)OC)ccc2CO)CC1
83. Cc1cc2nc(C3CCCN(C(=S)Nc4ccccc4C)C3)[nH]c2cc1C (stereo unspecified)
84. Cc1ccsc1C1C(C#N)=C(N)Oc2n[nH]c(C)c21 (stereo unspecified)
85. O=C(Cc1ccccc1)NCc1n[nH]c(=S)n1-c1ccc(Br)cc1
86. Cc1nn(Cc2ccc(F)cc2)c(C)c1NC(=O)c1cnn2c1NC(c1ccccc1)CC2C(F)(F)F (stereo unspecified)

Compound | 81 | 82 | 83 | 84 | 85 | 86
SDO1 yeast rescue | 0.71 | 1.8 | 0.69 | · | · | -0.39
Insulin prom inh | -50 | · | -43 | 25 | -15 | 7
SDO1 yeast rescue Rescue 24 h | -0.1 | 1.8 | 0.8 | · | · | -0.25
